Screens (PubChem BioAssay)
RBX1-CUL1 inh: inhibitors of human ROC1-CUL1 ubiquitin ligase activity. 140,000 tested, 0.6% active. inhibition, % at 10 µM. E3 ubiquitin-protein ligase RBX1 (Homo sapiens) + Cullin-1 (Homo sapiens), P62877+Q13616. in vitro K48 di-Ub FRET, acceptor:donor ratio, 45 min; in the data active = inhibition above about 25%
Target sequence (P62877 whole entry, looked up): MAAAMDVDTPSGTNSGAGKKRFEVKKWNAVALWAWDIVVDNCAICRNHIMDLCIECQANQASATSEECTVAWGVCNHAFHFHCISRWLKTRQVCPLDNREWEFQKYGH
Target sequence (Q13616 whole entry, looked up): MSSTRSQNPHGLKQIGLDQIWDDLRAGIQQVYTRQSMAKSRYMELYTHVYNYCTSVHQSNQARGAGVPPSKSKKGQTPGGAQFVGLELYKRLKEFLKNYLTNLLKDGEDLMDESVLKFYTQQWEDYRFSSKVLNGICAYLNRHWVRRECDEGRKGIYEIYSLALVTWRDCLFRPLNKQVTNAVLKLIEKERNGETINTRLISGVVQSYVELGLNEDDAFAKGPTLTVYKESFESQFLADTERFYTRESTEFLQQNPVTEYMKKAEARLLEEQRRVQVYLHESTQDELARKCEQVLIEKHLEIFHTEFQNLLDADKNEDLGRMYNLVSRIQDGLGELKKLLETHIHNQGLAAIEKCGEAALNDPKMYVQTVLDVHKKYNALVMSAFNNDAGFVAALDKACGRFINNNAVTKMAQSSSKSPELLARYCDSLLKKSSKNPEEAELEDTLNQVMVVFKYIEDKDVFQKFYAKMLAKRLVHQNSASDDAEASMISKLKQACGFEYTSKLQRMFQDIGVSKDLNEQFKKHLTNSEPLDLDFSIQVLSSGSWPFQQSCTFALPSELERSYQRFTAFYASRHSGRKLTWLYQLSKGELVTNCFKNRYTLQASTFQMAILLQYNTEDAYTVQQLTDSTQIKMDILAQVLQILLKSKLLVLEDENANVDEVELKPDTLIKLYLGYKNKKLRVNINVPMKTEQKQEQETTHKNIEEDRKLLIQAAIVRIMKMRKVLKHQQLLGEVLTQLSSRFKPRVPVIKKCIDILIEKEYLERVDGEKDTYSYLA
Numbers without * were called inactive. The list is partial. The share of hits here may be higher or lower than overall.

SMILES	RBX1-CUL1 inh
Cc1sc2ncn(CC(=O)Nc3ccc(C(F)(F)F)cc3)c(=O)c2c1S(=O)(=O)N1CCN(C)CC1	-11
Cc1c(NS(C)(=O)=O)cccc1C(=O)NCCC1=CCCCC1	10
CC(C(=O)N1CCN(CCO)CC1)(c1ccccc1)c1ccccc1	3
NNC(=O)CNC(=O)CNC(=O)OCc1ccccc1	-6
CN(C)c1cccc(OCc2n[nH]c(=S)n2-c2ccccc2)c1	10
CCOC(=O)CSc1nc2sc3c(c2c(=O)n1-c1ccc(OC)cc1)CC(C(C)C)OC3 (stereo unspecified)	2
CCCN1CNC(=S)N(c2cc(C)ccc2C)C1	-6
C=Cc1ccccc1/C=C/c1ccc(OC)cc1	-4
Cc1cc(C)cc(C(=O)Nc2nnc3n2CCS3)c1	-4
O=C(Nc1ccc(F)c(Cl)c1)C1CCN(S(=O)(=O)c2ccc3[nH]c(=O)ccc3c2)CC1	6
COc1ccccc1C(=O)Nc1cccc(C(=O)OCc2cc(=O)n3nc(C4CC4)sc3n2)c1	-13
Cc1ccc(COC(=O)c2ccc(-c3nnn(Cc4ccc(C)cc4)n3)cc2)cc1	1
COc1ccc(-c2cc(C(F)(F)F)n3ncc(C(=O)Nc4sc5c(c4C#N)CCCC5)c3n2)cc1OC	-7
CN(CCC1CCOCC1)Cc1cccc(OCC(O)CN2CCC(O)CC2)c1 (stereo unspecified)	-7
CCOC(=O)C1CCN(CC2OC(CO)=CC(=O)C2=O)CC1 (stereo unspecified)	-3
Brc1cccc(-c2nnn3c2nc(NC2CCCCC2)c2ccccc23)c1	-2
COc1ccc(CCC(=O)NC2CC(=O)N(c3ccc(C)c(C)c3)C2)cc1 (stereo unspecified)	-1
CC(C)OCCCNC(=O)CN1C(=O)COc2ccc(S(=O)(=O)N3CCCCCC3)cc21	-11
Cc1cc(C)n(/N=C\c2cc([N+](=O)[O-])ccc2O)c(=O)c1C#N	-3
COc1cc(C2Nn3c(nnc3-c3ccc(O)cc3)S2)ccc1O (stereo unspecified)	-4
C/C(=N\N1CCN(C2c3ccccc3-c3ccccc32)CC1)c1ccco1	-5
COc1ccc(OC)c(NC(=O)c2cnn(-c3ccc(C)cc3)c2C2CCNCC2)c1	-2
COc1ccccc1C1CC(=O)n2cnnc2S1 (stereo unspecified)	9
CCCCCSc1nnc2c(n1)[nH]c1c(C)cccc12	9
C=CCOc1ccc(CNC(C)(C)CO)cc1OCC	-1
CC(=O)N1CCN(CCN=CC2C(=O)CC(c3ccco3)CC2=O)CC1 (stereo unspecified)	-6
CC(=O)NCCOC(=O)c1ccccc1	-1
CC(C)(C)C1CCc2onc(C(=O)Nc3sc4c(c3C(N)=O)CCCC4)c2C1 (stereo unspecified)	2
Cc1cc(C)c(NC(=O)CCC2CCCC2)c(C)c1	-8
COc1ccc(N2CC(NC(=O)/C=C\c3ccc4c(c3)OCO4)CC2=O)cc1 (stereo unspecified)	-3
Cc1nc(SCCNC(=O)c2csc3nc(-c4ccccc4)cn23)n[nH]1	7
CCCCCCN1CC(=O)NC1=O	-3
Cc1ccc(-n2nc3ccc(NC(=O)c4cc5ccccc5o4)cc3n2)cc1	11
Cc1nn(CC(=O)N2CCC(C)CC2)c(=O)c2cc3sccc3n12	2
COc1cccc(NC(=O)CC#N)c1	-2
O=C(NC1CC(=O)N(Cc2ccccc2C(F)(F)F)C1)c1cnccn1 (stereo unspecified)	4
COc1cccc(C(=O)Nc2nc(-c3nnn(-c4cccc(Cl)c4C)c3C)ns2)c1	-3
Cc1cc(C)cc(-c2nn3c(Cc4ccc(F)cc4)nnc3s2)c1	2
CC12CCC(C(=O)NCc3ccc4c(c3)OCO4)(CC1=O)C2(C)C (stereo unspecified)	-2
COc1ccc(Cc2nnc(NC(=O)c3cccc(C)c3)s2)cc1	1
COc1ccccc1OCC(=O)NNC(=O)c1cccs1	-4
Cc1cccc(COc2ccc(/C=C3\SC(=O)N(Cc4ccc(F)cc4)C3=O)cc2)c1	-5
CC(C)(C)c1cc(C(=O)NC2c3ccccc3Oc3ccccc32)cc(C(C)(C)C)c1	-1
CCCCOC(=O)c1ccc(NC(=S)NC(=O)CCC)cc1	4
COC(=O)C1C(C)=NC(=O)/C1=C\c1ccc(OC)cc1 (stereo unspecified)	-8
COC(=O)C(CCSCOC(=O)c1ccccc1)N1C(=O)c2ccccc2C1=O (stereo unspecified)	12
CC(C)(C)c1ccc2c(c1)C(c1ccccc1)CC(=O)O2 (stereo unspecified)	6
CCOC(=O)C1(CCc2ccccc2)CCCN(Cc2cnn(C)c2)C1 (stereo unspecified)	8

Nothing new here: 18 of the compounds above.
SMILES	RBX1-CUL1 inh
CC(C)(C)C1CCc2onc(C(=O)Nc3sc4c(c3C(N)=O)CCCC4)c2C1 (stereo unspecified)	2
Cc1cc(C)c(NC(=O)CCC2CCCC2)c(C)c1	-8
COc1ccc(N2CC(NC(=O)/C=C\c3ccc4c(c3)OCO4)CC2=O)cc1 (stereo unspecified)	-3
Cc1nc(SCCNC(=O)c2csc3nc(-c4ccccc4)cn23)n[nH]1	7
CCCCCCN1CC(=O)NC1=O	-3
Cc1ccc(-n2nc3ccc(NC(=O)c4cc5ccccc5o4)cc3n2)cc1	11
Cc1nn(CC(=O)N2CCC(C)CC2)c(=O)c2cc3sccc3n12	2
COc1cccc(NC(=O)CC#N)c1	-2
O=C(NC1CC(=O)N(Cc2ccccc2C(F)(F)F)C1)c1cnccn1 (stereo unspecified)	4
COc1cccc(C(=O)Nc2nc(-c3nnn(-c4cccc(Cl)c4C)c3C)ns2)c1	-3
Cc1cc(C)cc(-c2nn3c(Cc4ccc(F)cc4)nnc3s2)c1	2
CC12CCC(C(=O)NCc3ccc4c(c3)OCO4)(CC1=O)C2(C)C (stereo unspecified)	-2
COc1ccc(Cc2nnc(NC(=O)c3cccc(C)c3)s2)cc1	1
COc1ccccc1OCC(=O)NNC(=O)c1cccs1	-4
Cc1cccc(COc2ccc(/C=C3\SC(=O)N(Cc4ccc(F)cc4)C3=O)cc2)c1	-5
CC(C)(C)c1cc(C(=O)NC2c3ccccc3Oc3ccccc32)cc(C(C)(C)C)c1	-1
CCCCOC(=O)c1ccc(NC(=S)NC(=O)CCC)cc1	4
COC(=O)C1C(C)=NC(=O)/C1=C\c1ccc(OC)cc1 (stereo unspecified)	-8

Next entries
SMILES	RBX1-CUL1 inh
c1ccc(-n2ncc3c2CCCC3NC2CSCCSC2)nc1 (stereo unspecified)	2
C=CCNCCCCOc1cc(C)cc(C)c1C	2
CCCC(=O)Nc1nnc(SCc2ccc(C(=O)Nc3cc(OC)ccc3OC)cc2)s1	-1
Cc1cc(C)c(S(=O)(=O)c2ccc(-c3ccccc3)cc2)c(C)c1	-4
CSc1ncc(C(=O)N2CCN(c3cc(Cl)ccc3C)CC2)c(C)n1	-2
CCN(CC)CC(O)COc1ccc(CN(C)Cc2ncccc2C)cc1OC (stereo unspecified)	5
Cn1cnc2c1c(=O)n(Cc1ccc(Cl)cc1F)c(=O)n2C	3
Cc1cccc(NC(=S)N/N=C/c2ccccc2[N+](=O)[O-])c1	-7
CC1CCc2ccccc2N1C(=O)c1cccs1 (stereo unspecified)	5
Cc1cccc(CNC(=O)CN2C(=O)CCCc3ccccc32)c1	11
CC(Oc1ccc(-c2ccccc2)cc1)C(N)=O (stereo unspecified)	0
Cc1ccc(C(=O)Nc2ncc(Cc3cccc(C(F)(F)F)c3)s2)cc1	4
O=C(Cn1c(=O)nc(-c2ccccc2)c2ccccc21)NCc1ccc(Cl)cc1	3
CCCn1nnc(NC(=S)NC(=O)c2cc(Br)cc(Br)c2OC)n1	14
CCOC(=O)c1cn2nc(-c3ccccc3)nc2nc1C	-13
CC(=O)OCC1OC(Oc2ccc(C(=O)N3CCOCC3)cc2)C(OC(C)=O)C(OC(C)=O)C1OC(C)=O (stereo unspecified)	5
C[C@@H]1CN(Cc2nnnn2CC(=O)NC2CCN(Cc3ccccc3)CC2)C[C@H](C)O1	-3
CCCCNc1nc2c(-c3cccc(Br)c3)nnn2c2ccccc12	9
CC(c1ccncn1)N(C)c1nc2nonc2nc1N(C)Cc1ccccc1 (stereo unspecified)	3
Nc1nc(Cn2c(-c3nonc3N)nc3ccccc32)nc(N2CCOCC2)n1	-5
CCCOc1cccc(C2c3c(-c4ccccc4O)n[nH]c3C(=O)N2Cc2ccco2)c1 (stereo unspecified)	-6
Cc1ccc(N=C(C(Cl)=C(Cl)Cl)C(Cl)[N+](=O)[O-])c(C)c1 (stereo unspecified)	8
CCc1nnc(NC(=O)c2nc(SCc3cccc(C)c3)ncc2Cl)s1	19
O=C1NCCN(Cc2cccc3ccccc23)C1CC(=O)N1CCCO1 (stereo unspecified)	-13
COc1cc(-c2cc(C(F)(F)F)n3ncc(C(=O)Nc4cc(Oc5ccc(F)cc5)cc([N+](=O)[O-])c4)c3n2)cc(OC)c1OC	-2
COc1cccc(CC2(CCC(=O)NCc3cc(C(F)(F)F)ccc3F)CCC(=O)N2)c1 (stereo unspecified)	5
CCC(=O)Nc1ccc2nc(SC(CC)C(=O)Nc3ccc(C(C)=O)cc3)sc2c1 (stereo unspecified)	-9
CCCCS(=O)(=O)N1CCC(C(=O)Nc2ccccc2)CC1	8
S=C1N[C@H]2CCCC[C@@H]2N1CN1CCOCC1	-4
COc1ccccc1-n1nnn(C2CC(=O)C3OCC2O3)c1=S (stereo unspecified)	-4
COC(=O)c1ccc(NC(=O)N2CCC(CN3CCc4ccccc4C3)CC2)cc1	-8
O=C(NCC1CCOCC1)C1CCN(C2CCN(CCCc3ccccc3)CC2)CC1	1
COc1cc(OC)cc(C(=O)n2nc(C)c(-c3ccccc3)c2N)c1	2
CCCCNc1oc(-c2ccc(COc3ccccc3C)o2)nc1C#N	-6
Cc1ccc(/C=C(/C#N)c2nc3ncccc3[nH]2)c(C)c1	5
O=C(CC1(c2cccc(F)c2)CC(=O)N(Cc2cccnc2)C1=O)N1CCN(c2ccccc2)CC1 (stereo unspecified)	4
Nc1cc[n+](C/C=C/c2ccccc2)cc1	-8
Cc1coc2cc3oc(=O)c(CCC(=O)NCc4ccccc4Cl)c(C)c3cc12	-8
O=C1OC(=Cc2ccccc2)N=C1c1ccccc1	-9
CCOC(=O)c1ccc(NC(=O)C(CC)Sc2nnc3c4ccccc4n(C)c3n2)cc1 (stereo unspecified)	-13
O=[N+]([O-])c1ccc(Cl)c(-c2ccc(C=Nc3ccc4oc(-c5ccc(Cl)cc5)nc4c3)o2)c1	5
c1ccc(-c2nnc(CN3CCN(c4ccccn4)CC3)o2)cc1	1
O=C1OCCN1c1nc2ccc([N+](=O)[O-])cc2s1	-5
O=C(Nc1ccc(C(F)(F)F)cc1)N1CCC(n2cc(CCCO)nn2)CC1	-4
Cc1ccc(S(=O)(=O)Nc2ccc(NC(=O)/C=C/c3cccc(Cl)c3)cc2)cc1	2
O=C(Nc1ccccc1C(F)(F)F)c1noc2c1CCCCC2	5
CN1C(=O)COc2ccc(-c3n[nH]c(=O)c4ccccc34)cc21	5
Clc1cccc(-c2csc(-c3nc(-c4ccc(Br)s4)cs3)n2)c1	-5
CCc1cc(C(=O)NCc2ccc(F)cc2)no1	-3
COc1cc(OC)c(C(=O)/C=C/c2ccc(C(C)C)cc2)cc1CC=C(C)C	-9
Cc1cc2c(cc1C)C(c1ccccc1C)CC(=O)N2 (stereo unspecified)	3
CCCC(=O)Nc1ccc(NC(=O)c2sc3ccccc3c2Cl)cc1	2
COc1ccc(NC(=O)COc2ccc(C(=O)NC3CCCCC3)cc2)cc1	-10
CCOc1ccc(NC(=O)c2ccc(CN3CCCC3)cc2)cc1	10
CCCNC(=O)N1CCC(n2cc(-c3ccccc3Cl)nn2)CC1	0
COc1ccc(CN(C)CC2CCN(Cc3ccc(C)o3)CC2)cc1O	-6
CCOc1ccc(CCNc2nc3c(-c4ccc(C)cc4)nnn3c3ccccc23)cc1OCC	4
O=C(NCc1ccccc1Cl)c1cnc2sc(N3CCOCC3)nn2c1=O	9
CC(=O)OC1CN(C(C)=O)c2nnc(-c3cnccn3)n2C1 (stereo unspecified)	4
Cc1ccc(CCC(=O)N2CCC(Cn3cc(CO)nn3)CC2)cc1C	0
Next section
SMILES	RBX1-CUL1 inh
COc1ccc(C2C(C(=O)c3cccs3)C(=O)C(=O)N2c2nnc(C)s2)cc1 (stereo unspecified)	9
Cc1cn2c(=O)c(S(=O)(=O)Nc3ccc(N4CCOCC4)cc3)c(C)nc2s1	9
COc1ccc(C2=CC(c3ccc(C)cc3)c3ccccc3O2)cc1OC (stereo unspecified)	4
CC1(C)CC(=O)C(C(c2ccc(Sc3nc4ccccc4s3)o2)C2C(=O)CC(C)(C)CC2=O)C(=O)C1	-1
COc1cc(C2C3=C(CC(C)(C)CC3=O)N(CC(=O)O)C3=C2C(=O)CC(C)(C)C3)ccc1OCc1ccc(Br)cc1	0
CN(C)CC/C=C1\c2ccccc2Sc2ccc(N3CCCCC3)cc21	-8
CCOc1cc(S(=O)(=O)Nc2ccccn2)ccc1F	0
COc1ccc2c(C)nc(N3CCC(NC(C)CCCC(C)(C)O)CC3)nc2c1 (stereo unspecified)	-5
COc1cccc(Nc2oc(-c3ccco3)nc2S(=O)(=O)c2ccccc2)c1	0
CCOc1ccc(NC(=O)Cn2c(=O)n(CC3CCC(C(=O)NCCc4ccccc4)CC3)c(=O)c3ccccc32)cc1 (stereo unspecified)	-6
O=C(c1ccccc1)n1nc(-c2ccccc2)nc1NCc1ccc(F)cc1	2
Cc1ccc(C(=O)c2ccc([N+](=O)[O-])cc2[N+](=O)[O-])cc1C	10
Cc1ccc(CNC(=O)c2oc3ccc(S(=O)(=O)N4CCC(C)CC4)cc3c2C)cc1	2
COc1cc2nc(NCCC(C)C)n3nc(-c4ccccc4)nc3c2cc1OC	2
Cc1cc(C)nc(Nc2cccc(C(F)(F)F)c2)n1	9
O=C(c1ccccc1)c1ccc(OC(=O)C2CCCCC2)cc1	-1
